PL synth Enamine – blocks phospholipid synthesis in CHO cells, Enamine compounds; ZR-82 CHO cells, pyrene fatty acid UV survival, CellTiter Blue; peroxisome-deficient CHO-K1 mutant line; plus DGAT-1, DGAT-2 and ACAT inhibitors; calls only at 10 µM; 20,000 compounds, 0.4% hits;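 active = cell survival signal 2 SD away from solvent-only control wells, confirmed on one or two retests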;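 also: 3 h compound exposure then viability read about one day after UV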
Calls only; i = inactive. This is a subset. The share of hits here may be higher or lower than overall.

canonical_smiles | PL synth Enamine
c1ccn2c([C@@H]3CCCN3)nnc2c1 | i
CC(C)(C)c1ccc(-c2n[nH]c(=S)o2)cc1 | i
COc1ccc(C2NC(=S)NC3=C2CCCC3=C2SCCS2)cc1 (stereo not drawn) | i
O=C(CSc1ncnc2sc3c(c12)CCC3)NCCN1C(=O)CSC1=O | i
O=C(/C=C/Nc1ccnn1C1CCCCC1)C(F)(F)F | i
CS(=O)(=O)c1ccc(N2CCCC2)c([N+](=O)[O-])c1 | i
NC(=O)c1c(NC(=O)/C=C/c2ccc(Br)o2)sc2c1CCC2 | i
O=C(COC(=O)c1ccc([N+](=O)[O-])s1)c1ccc(Cl)s1 | i
C=CCn1c(SCc2nnc(-c3cccs3)o2)nc2scc(C3CC3)c2c1=O | i
CCOc1ccc(Br)cc1S(=O)(=O)Oc1cccc2c1OC(C)(C)C2 | i

Pulled by structure from above (five):
canonical_smiles | PL synth Enamine
c1ccn2c([C@@H]3CCCN3)nnc2c1 | i
CS(=O)(=O)c1ccc(N2CCCC2)c([N+](=O)[O-])c1 | i
NC(=O)c1c(NC(=O)/C=C/c2ccc(Br)o2)sc2c1CCC2 | i
CCOc1ccc(Br)cc1S(=O)(=O)Oc1cccc2c1OC(C)(C)C2 | i
COc1ccc(C2NC(=S)NC3=C2CCCC3=C2SCCS2)cc1 (stereo not drawn) | i

The list goes on:
canonical_smiles | PL synth Enamine
c1ccc2c(c1)ncn2CCOCCOCCn1cnc2ccccc21 | i
COc1ccc(OC)c(C2SCCN2S(=O)(=O)c2ccc(F)cc2)c1 (stereo not drawn) | i
Brc1ccc2c(c1)C(c1ccccc1)=Nc1ccc(Br)cc1C(c1ccccc1)=N2 | i
Cn1c(N)c(C(=O)Cn2cc(C(F)(F)F)cc(Cl)c2=O)c(=O)n(C)c1=O | i
O=S(=O)([N-]c1nc2ccccc2nc1-[n+]1ccccc1)c1ccc(F)cc1 | i
[O-][n+]1ccccc1Oc1ncnc2sc3c(c12)CCCC3 | i
O=P1(Nc2ccccc2Br)C=C(c2ccccc2)OC(c2ccccc2)=C1 | i
Cc1cc2ncn(-c3ncnc4sc5c(c34)CCC(C)C5)c2cc1C (stereo not drawn) | i
CN(C)CCOC(=O)C12CC3CC(C1)CC(C(=O)OCCN(C)C)(C3)C2 | i
O=[N+]([O-])c1ccc(NS(=O)(=O)c2ccc(Br)cc2)cc1 | i

The last 2 records of the section above come first, to join the parts.
canonical_smiles | PL synth Enamine
CN(C)CCOC(=O)C12CC3CC(C1)CC(C(=O)OCCN(C)C)(C3)C2 | i
O=[N+]([O-])c1ccc(NS(=O)(=O)c2ccc(Br)cc2)cc1 | i
CN1CCN(C(CNC2CC(C)(C)NC(C)(C)C2)c2cccs2)CC1 (stereo not drawn) | i
Cn1c(=S)[nH]c2cc(Cl)ccc2c1=O | i
O=C1C(=O)N(CN2CCN(c3ccccc3)CC2)c2ccccc21 | i
Cn1c(C(O)c2ccc3c(c2)OCO3)nc2ccccc21 (stereo not drawn) | i
CCC(CC)c1nnc(N)s1 | i
c1csc(-c2nc(Oc3ccc4oc5ccccc5c4c3)c3ccccc3n2)c1 | i
C=CCn1c(-c2cccnc2)n[nH]c1=S | i
CCOC(=O)c1c(N)sc(C(C)=O)c1C | i
CC(C)(C)c1c[n+](-c2ccccc2)c2n1CCS2 | i
O=C(O)c1cc2ccccc2c(=O)s1 | i
Cc1csc2nc(Cn3cnc4c3c(=O)n(C)c(=O)n4C)cc(=O)n12 | i
O=S1(=O)c2cccc3cccc(c23)N1CCCc1ccccc1 | i
O=C(NC1CCSc2ccccc21)c1cc(=O)[nH]c2ccccc12 (stereo not drawn) | i
O=[N+]([O-])c1ccc(-n2nc(-c3ccccc3)c3c2Nc2ccccc2S3)cc1 | i
Cc1nn(CC(=O)c2c(N)n(C)c(=O)n(C)c2=O)c(C)c1[N+](=O)[O-] | i
Cc1nn(-c2ccc([N+](=O)[O-])cc2)c2c1C(c1ccccn1)N1C(=N2)C(=O)Nc2ccccc21 (stereo not drawn) | i
COc1ccc(-c2nnc(-c3ccc(Br)o3)o2)cc1OC | i
O=S(=O)(O)c1nc2ccccc2[nH]1 | i
Cc1cccn2c(=O)cc(CN3CCc4sccc4C3c3cccs3)nc12 (stereo not drawn) | i
CCC(CC)c1nnc(NC(=O)CCc2c(C)nc3ncnn3c2C)s1 | i
O=C1Oc2c(cc3c4c2CCCN4CCC3)P(=Nc2ccc([N+](=O)[O-])cc2Br)(N2CCOCC2)N1c1ccc(Cl)c(Cl)c1 (stereo not drawn) | i
O=S1(=O)CC2N=C(N/N=C/c3ccccc3)SC2C1 (stereo not drawn) | i
Cc1ccc(C)n1-n1c(C)nc2sc3c(c2c1=O)CCCC3 | i
COC(=O)c1sc(N)c(C(=O)OC)c1CSc1nc2sc3c(c2c(=O)n1C)CCC3 | i
O=C(CSc1nnc(-c2cccs2)n1CC1CCCO1)NNC(=O)c1cccs1 (stereo not drawn) | i
CC(C)Cn1c(N)c(C(=O)COC(=O)C2CSC3(C)CCC(=O)N23)c(=O)n(C)c1=O (stereo not drawn) | i
CN=c1scc(-c2ccc(F)cc2)n1/N=C/c1ccccc1Br | i
O=S(=O)(N=Nc1c(O)n(CO)c2ccccc12)c1ccc(Br)cc1 | i
COC(=O)Cn1ncc(N2CCN(c3cnn(CC(=O)OC)c(=O)c3Cl)CC2)c(Cl)c1=O | i
CCCCn1c(N)c(C(=S)NC(=O)CC(C)C)c(=O)n(C)c1=O | i
Fc1ccc(COc2ccc(-c3nnco3)cc2)c(Cl)c1 | i
O=S(=O)(Nc1ccc2c(c1)CCC2)c1ccc2c(c1)OCCO2 | i
CC(=O)c1c(C)[nH]c(-c2csc(N3CCN(C)CC3)n2)c1C | i
CC(Nc1ncnc2c1oc1ccccc12)C1CC2CCC1C2 (stereo not drawn) | i
Fc1ccc(/C=C2\CCCC3=C2NC(=S)NC3c2ccc(F)cc2)cc1 (stereo not drawn) | i
CC1(C)Oc2ccccc2C2CC(c3ccc(-c4ccccc4)cc3)=NN21 (stereo not drawn) | i
O=C(COc1ncnc2sccc12)N1N=C2/C(=C/c3ccco3)CCCC2C1c1ccco1 (stereo not drawn) | i
O=C1OC(c2ccccc2I)=N/C1=C\c1ccccc1OC(F)F | i
Cc1cc(C(=O)NN=C2CCCCCC2)c(C)o1 | i
CC(C)c1ccc2[nH]c(O)c(N=Nc3ccc(C(F)(F)F)cc3[N+](=O)[O-])c2c1 | i
Cc1cc(C(=O)Cn2c(=O)/c(=C\c3ccsc3)s/c2=C\C(=O)C(C)(C)C)c(C)n1C | i
Cn1nc(C(=O)O)c2ccccc2c1=O | i
O=C1NC(=O)c2cc(Cl)c(Cl)cc21 | i
Cn1/c(=N/N=C/c2cn(-c3ccccc3)nc2-c2cc3ccccc3o2)sc2ccccc21 | i
C=CCn1c(SCc2cc(=O)c(O)co2)nnc1-c1ccncc1 | i
Cc1cn2c(/C=C/C(=O)O)c(C)nc2s1 | i
O=C1CCCN1c1ccc(NS(=O)(=O)c2ccc(S(=O)(=O)N3CCCC3)cc2)cc1 | i
NS(=O)(=O)c1ccc(Cl)c(S(N)(=O)=O)c1 | i
CCOC(=O)C1=C(COC(=O)c2cc3c(s2)CCC(C)C3)NC(=O)NC1c1cccs1 (stereo not drawn) | i
CNC(=S)N/N=C/c1cc2c(cc1[N+](=O)[O-])OCO2 | i

Remaining list, next part:
structure,PL synth Enamine
O=C(OCC(=O)C12CC3CC(CC(C3)C1)C2)c1ccc([N+](=O)[O-])s1,i
Cc1ccc(C(=O)CSc2nnc(C3CC3)n2C2CC2)s1,i
CCN(CC)S(=O)(=O)c1ccc2c(c1)[nH]c(=S)n2CC,i
CCC(C)c1ccc(C2=CSC3=NS(=O)(=O)CCN23)cc1 (stereo not drawn),i
Cc1cc2nc(Oc3ccc4ccncc4c3)c3ccccc3n2n1,i
Cc1cc(C(=O)Cn2cnc3c2c(=O)n(C)c(=O)n3C)c(C)n1C1CC1,i
C[n+]1c(-c2ccccc2)cn2ncsc21,i
CN(C(=O)CSc1nnc(C2CC2)o1)C1CCS(=O)(=O)C1 (stereo not drawn),i
Nc1nnc(C2=C(O)/C(=C/c3ccc(Cl)cc3)CC2)s1,i
COc1ccc(/C=N/n2cnnc2SC)cc1,i
CCNc1nc(-c2cc(C)n(-c3cc(C)on3)c2C)cs1,i
Cc1ccc(S(=O)(=O)N/N=C2\CC3CCC2(C)C3(C)C)c(C)c1 (stereo not drawn),i
C/C=C/C=C/C(=O)OCC1=C(C(=O)OCC)C(CC)NC(=O)N1 (stereo not drawn),i
CC(C)(C)C(=O)CSc1nc2sc3c(c2c(=O)[nH]1)CCCC3,i
CN=c1scc(-c2ccccc2Br)n1N=C1CCC(c2ccccc2)CC1 (stereo not drawn),i
CCOC(=O)CSCc1nc2ccsc2c(=O)[nH]1,i
CNCC(=O)NC,i
Cc1c2c(nc3cc4c(cc13)OCO4)CCc1ccccc1-2,i
CCN(CC)P1(=Nc2cccc(C(F)(F)F)c2)/C(=C2\N(C)c3ccccc3C2(C)C)C=NN1C (stereo not drawn),i
OC(CN1CCCCC1)Cn1c2c(c3ccccc31)CCCC2 (stereo not drawn),i
c1csc(-c2nnn(-c3ncnc4sccc34)n2)c1,i
CCOC(=O)c1c(N/C=C2\CCCCC2=O)sc2c1CCCC2,i
OC(=Cc1ncnc2ccccc12)c1cc2ccccc2o1,i
CCOc1cc(C2NS(=O)(=O)N=C3CCCN32)ccc1OCCOc1cccc(C)c1 (stereo not drawn),i
CCc1sc(-c2nnc(CSc3nnnn3C3CCCC3)o2)cc1C,i
O=C(OCC(=O)N1CCNC1=O)c1cc2c(s1)CCCC2,i
COc1ccc(S(=O)(=O)Nc2cc(S(=O)(=O)N3CCOCC3)ccc2OC)cc1,i
S=P(C1=C(N2CCCCC2)/C(=C\c2ccccc2)CC1)(N1CCOCC1)N1CCOCC1,i
O=C1OCCC1Sc1nnc(NC2CCCCC2)s1 (stereo not drawn),i
CCN1C(=Cc2cc(C)[n+](N3CCN(C)CC3)c(C)c2)Sc2ccccc21,i

Reprinted from the results shown (3 entries):
structure,PL synth Enamine
S=P(C1=C(N2CCCCC2)/C(=C\c2ccccc2)CC1)(N1CCOCC1)N1CCOCC1,i
O=C1OCCC1Sc1nnc(NC2CCCCC2)s1 (stereo not drawn),i
CCN1C(=Cc2cc(C)[n+](N3CCN(C)CC3)c(C)c2)Sc2ccccc21,i

Molecules listed so far that contain an aryl methoxy group:
structure,PL synth Enamine
COc1ccc(C2NC(=S)NC3=C2CCCC3=C2SCCS2)cc1 (stereo not drawn),i
COc1ccc(OC)c(C2SCCN2S(=O)(=O)c2ccc(F)cc2)c1 (stereo not drawn),i
COc1ccc(-c2nnc(-c3ccc(Br)o3)o2)cc1OC,i
COc1ccc(/C=N/n2cnnc2SC)cc1,i
COc1ccc(S(=O)(=O)Nc2cc(S(=O)(=O)N3CCOCC3)ccc2OC)cc1,i

Other compounds follow.
structure,PL synth Enamine
CCC(C)(C)NC(=O)c1[nH]c2c(c1C)C(=O)CC(C)(C)C2,i
CC(C)(C)NC(=O)COC(=O)C12CC3CC(CC(Br)(C3)C1)C2,i
O=S(=O)(Nc1nc2ccccc2nc1N1CCCC1)c1ccc(Cl)s1,i
Nc1scc(-c2ccc(Oc3ccccc3)cc2)[n+]1CCCS(=O)(=O)[O-],i
O=c1c2ccccc2nnn1CSc1ncccn1,i
Nc1ccc(C23CC4CC(CC(Cl)(C4)C2)C3)cc1,i
O=[N+]([O-])c1ccc2[nH]c(O)c(N=NC(=S)Nc3cccnc3)c2c1,i
Cc1csc(=O)[nH]1,i
CC1CCCC(C)N1C(=O)COC(=O)C12CC3CC(CC(Cl)(C3)C1)C2 (stereo not drawn),i
CN1/C(=C\C=Nc2ccc(I)cc2)C(C)(C)c2ccccc21,i
CC(C)C(NC(N)=O)C(=O)OCC(=O)Nc1sc2c(c1C(N)=O)CCC2 (stereo not drawn),i
O=S1(=O)CCC(N(Cc2ccco2)S(=O)(=O)c2ccc(S(=O)(=O)N3CCCC3)cc2)C1 (stereo not drawn),i
CN(Cc1cccs1)S(=O)(=O)c1cccs1,i
Cc1cnc(C(=O)OCC(=O)c2ccc(C)s2)cn1,i
Cc1cccc2nc(CN3CCc4sccc4C3c3cccs3)cc(=O)n12 (stereo not drawn),i
Cc1cc(C(=O)CCC(=O)OCC(=O)C23CC4CC(CC(C4)C2)C3)c(C)s1,i
CC1CCc2c(sc3nc[nH]c(=S)c23)C1 (stereo not drawn),i
Cn1c(C(=O)NC2CCCCC2)cc2c(=O)n3ccccc3nc21,i
CC(C)C(N)=O,i
CN(C)Cc1nc2sc3c(c2c(=O)[nH]1)CCC3,i
CN(C)S(=O)(=O)c1ccc(OCCSc2nnc(C3CC3)n2C2CC2)cc1,i
Clc1ccc(CN2CCN(/N=C/c3ccc(Cl)cc3Cl)CC2)cc1,i
S=C(N=P(c1ccccc1)(N1CCOCC1)N1CCOCC1)N1CCCCCC1,i
Cc1sc2nc(CN3CCOCC3)nc(N3CCN(c4ncccn4)CC3)c2c1C,i
O=C(CSCc1cc(=O)n2cc(Cl)ccc2n1)NCc1cccs1,i
CN(CC(=O)Nc1sc2c(c1C(N)=O)CCCC2)C1CCCCC1,i
COc1ccc(C2=CC(c3ccc(OC)c(OC)c3)n3ncnc3N2)cc1OC (stereo not drawn),i
CNS(=O)(=O)c1ccc(Cl)c(S(=O)(=O)NC)c1,i
Cc1ccc(/C=N/n2cnc3sc4c(c3c2=O)CCCC4)o1,i
c1ccc(-c2nnc(CSc3nc(-c4ccccc4)c(-c4ccccc4)o3)o2)cc1,i
O=c1[nH]c2cc3ccccc3c(=O)n2c2sc3c(c12)CCCC3,i
C=CCn1c2ccc(Br)cc2c2nc3ccccc3nc21,i
CN(C)P(=NC(=S)N1CCN(c2ccccc2)CC1)(N(C)C)C12CC3CC(CC(C3)C1)C2,i

Screens (PubChem BioAssay)
